# SENP1 FRET inh = human SENP1 catalytic domain inhibitors, primary screen, biochemical, FRET, uHTS; recombinant SENP1 catalytic domain, CyPet-SUMO1-YPet FRET cleavage; inhibition, % at 10 µM; Sentrin-specific protease 1 (Homo sapiens), Q9P0U3; AID 624204, 2012; 360,000 compounds, 0.21% hits;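 active = inhibition at least 30% at 10 µM, raw YFP signal under a set limit, fluorescence ratio 0.5 to 1.5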;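 note: 0% = enzyme with DMSO and 100% = no enzyme wells; some results filed as inactive read as strong as hits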
# Target sequence (Q9P0U3 419-644 limits assumed): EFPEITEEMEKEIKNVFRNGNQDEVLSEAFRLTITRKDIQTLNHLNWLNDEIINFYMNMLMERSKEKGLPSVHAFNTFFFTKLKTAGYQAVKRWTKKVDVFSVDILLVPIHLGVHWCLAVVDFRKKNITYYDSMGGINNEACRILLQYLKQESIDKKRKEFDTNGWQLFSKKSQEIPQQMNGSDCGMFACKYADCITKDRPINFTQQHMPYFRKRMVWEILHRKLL
#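 Test system: recombinant human SENP1 catalytic domain, His6-tagged / Medium: pH 8 Tris buffer with EDTA, NaCl, BME, BSA, NP40, catalase / Also added: SUMO1 FRET substrate flanked by Cypet and Ypet, 25 nM / Times: 50 min reaction at room temperature / Signal: FRET, CFP and YFP emission / Control set: no-enzyme low control and enzyme-plus-DMSO high control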
# PfG6PD inh = PfG6PD enzyme inhibitors, primary screen, biochemical, fluorescence intensity, uHTS. PfGluPho enzyme, NADPH resazurin-diaphorase fluorescence. inhibition, % at 20 µM. 350,000 compounds, 0.78% hits. AID 504690, 2011;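 active = inhibition reaching at least a set limit at 20 µM in the primary screen, cut at about 59% in these data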;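 note: 0% = DMSO wells with substrate and 100% = DMSO wells lacking glucose-6-phosphate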
# NALP3 yeast inh = NALP3 inflammasome inhibitors in reconstituted yeast, primary screen, luminescence, uHTS; Yeast reconstituted NLRP3/ASC/caspase-1, beta-gal luminescence, 24 h; 330,000 compounds, 0.39% hits; inhibition, % at 10 µM; AID 2825, 2010;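 active = inhibition of 50% or more; inactive = inhibition below 50%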;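 note: plate controls were induced DMSO wells for no effect and uninduced yeast grown without galactose for full effect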
# SENP7 inh = SENP7 protease inhibitors, primary screen, biochemical, luminescence, uHTS. 330,000 compounds, 1.5% hits. recombinant SENP7, Z-RLRGG-aminoluciferin luminescence, 40 min. AID 434973, 2010. inhibition, % at 5 µM;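 active = inhibition above about 50% at the single test dose, limit read from the data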;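 note: plate controls were DMSO with enzyme for no effect and no enzyme buffer wells for full effect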
# Target sequence (Q9BQF6 706-1050 limits assumed): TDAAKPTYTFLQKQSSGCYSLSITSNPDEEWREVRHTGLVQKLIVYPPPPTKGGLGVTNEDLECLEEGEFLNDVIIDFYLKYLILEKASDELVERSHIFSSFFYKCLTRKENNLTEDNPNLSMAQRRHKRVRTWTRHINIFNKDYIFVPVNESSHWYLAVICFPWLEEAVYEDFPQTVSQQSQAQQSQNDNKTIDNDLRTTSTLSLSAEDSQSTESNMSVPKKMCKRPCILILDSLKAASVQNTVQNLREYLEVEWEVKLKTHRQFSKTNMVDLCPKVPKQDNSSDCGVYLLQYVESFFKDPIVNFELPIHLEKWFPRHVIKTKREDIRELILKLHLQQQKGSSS
# SENP8 block-1 = human SENP8 protease inhibitors, primary screen, biochemical, fluorescence, Nedd8 protein substrate, uHTS; 360,000 compounds, 0.64% hits; recombinant SENP8; inhibition, % at 20 µM; AID 602440, 2012; in the data active = inhibition mostly above about 40%, no sharp cut-off; inactive = mostly below about 27%
# Target sequence (Q96LD8 whole entry, looked up): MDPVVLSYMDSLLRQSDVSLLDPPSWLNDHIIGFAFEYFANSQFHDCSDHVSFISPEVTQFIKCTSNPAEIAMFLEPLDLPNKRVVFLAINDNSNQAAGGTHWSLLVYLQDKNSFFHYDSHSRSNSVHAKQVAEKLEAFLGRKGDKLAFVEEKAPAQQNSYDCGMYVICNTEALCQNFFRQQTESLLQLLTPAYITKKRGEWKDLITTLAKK
# Apaf-1 inh = inhibitors of human Apaf-1 apoptosome, primary screen, biochemical, DEVD-Rh110 fluorescence, uHTS; Apoptotic protease-activating factor 1 (Homo sapiens), O14727; reconstituted apoptosome caspase-3 activity; inhibition, % at 20 µM; 330,000 compounds, 0.71% hits; active = inhibition of at least 40% at 20 µM;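 note: plate controls were DMSO wells for no effect and DEVD-CHO caspase inhibitor wells for full effect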
#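 Material: biochemical Apaf-1 apoptosome reconstitution. Medium: Hepes buffer, pH 7.5. Also added: cytochrome c activation, bis-DEVD rhodamine 110 substrate. Timing: 30 min compound preincubation, 50 min activation, room temperature. Measured by: rhodamine 110 fluorescence at Ex 480/Em 540 nm.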
# SENP8 block-2 = SENP8 protease inhibitors, primary screen, biochemical, luminescence; purified SENP8, Z-RLRGG-aminoluciferin cleavage; AID 2540, 2010; inhibition, % at 10 µM; 330,000 compounds, 1.2% hits; Sentrin-specific protease 8 (Homo sapiens), Q96LD8; in the data active = inhibition above about 50%
# SENP6 inh = SENP6 protease inhibitors, primary screen, biochemical, luminescence, uHTS | Sentrin-specific protease 6 (Homo sapiens), Q9GZR1 | Recombinant SENP6 catalytic domain, aminoluciferin luminescence | inhibition, % at 10 µM | 330,000 compounds, 1.8% hits | AID 2599, 2010;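 active = inhibition above about 50% at the single tested dose, limit read from the data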;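 note: plate controls were DMSO wells with enzyme for no effect and DMSO wells lacking enzyme for full effect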
# HKDC1 inh = HKDC1 hexokinase inhibitors, primary screen, biochemical, fluorescence, uHTS; 340,000 compounds, 0.16% hits; recombinant HKDC1, G6PDH/diaphorase resazurin coupled fluorescence; AID 493160, 2011; Q2TB90; inhibition, % at 20 µM;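 active = inhibition above about 35% when tested at 20 µM, limit read from the data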;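 note: plate controls were DMSO wells with enzyme for no effect and DMSO wells lacking enzyme for full effect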
#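 Assay system – recombinant HKDC1 (HK5) hexokinase enzyme, produced in-house · Input – HKDC1 at 5 µg/mL · Reagent – glucose plus 1 mM ATP as hexokinase substrates · Timing – 90 min reaction incubation at room temperature, dark · Measured by – G6PDH/diaphorase-coupled fluorescence, 1 mM NADP, 100 µM resazurin, 525/613 nm · Benchmarks – DMSO-enzyme wells negative, buffer-substituted wells positive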
# * hit, by the source's call; nt = not tested or not shown.
# Start of the data: the first 15 compounds, ahead of the listing:
SMILES,SENP1 FRET inh,PfG6PD inh,NALP3 yeast inh,SENP7 inh,SENP8 block-1,Apaf-1 inh,SENP8 block-2,SENP6 inh,HKDC1 inh
COc1cc(/C=N/n2cnnc2)ccc1OCC(=O)N1CCOCC1,2,11,3,-1,-14,1,-5,-4,-8
CCCc1noc2c1C(c1cc(Br)ccc1F)C(C#N)=C(N)N2 (stereo unspecified),3,3,-12,-3,1,15,-13,3,1
CCN(CC)Cc1c(C(=O)N/N=C/c2ccccn2)nnn1-c1nonc1N,-4,3,5,3,13,0,-2,-36,1
Cc1cccc(N2C(=O)C(CC(=O)Nc3cccc(F)c3)N(CCc3ccncc3)C2=O)c1 (stereo unspecified),3,-8,6,4,14,-10,6,-13,6
CCOC(=O)c1c(C)nc2sccn12,0,-9,22,4,5,-12,3,-1,-11
O=C(COC(=O)c1cc(S(=O)(=O)N2CCc3ccccc3C2)ccc1Cl)NCc1ccco1,0,12,-1,18,42*,43*,4,19,8
Cc1ccc(NS(=O)(=O)c2ccc(C(=O)N3CCN(S(=O)(=O)c4ccccc4)CC3)cc2)cc1,-2,-1,13,2,7,0,-6,-8,3
CCN(CC)S(=O)(=O)c1cc(NC(=O)CSc2nnc(-c3cccs3)o2)ccc1C,0,-12,-7,9,7,-5,1,11,-5
Cc1cc(OC(C)C(=O)Nc2ccncc2)ccc1Cl (stereo unspecified),2,-8,0,-5,6,9,2,-9,-5
CC1CCCC(C)N1C(=O)CSc1nc2ccccc2s1 (stereo unspecified),1,-4,7,0,-4,-1,1,-8,4
O=c1oc2ccccc2c(Nc2cccc3ccccc23)c1[N+](=O)[O-],2,-26,28,0,-2,17,6,-3,6
CCN1C(=O)[C@H]2[C@@H](c3ccc(SC4CCCCC4)cc3)N3CCCC[C@@]3(C(=O)OC)[C@H]2C1=O,3,13,-1,0,11,19,-2,-2,-2
COc1ccc(NC(=O)c2cccs2)cc1NC(=O)c1ccco1,-2,0,15,-2,13,-6,-4,-2,-2
Cc1cc(C(F)(F)F)nn1CC(=O)NCC1CCCO1 (stereo unspecified),-9,-8,12,3,23,-22,1,7,-7
Cn1c(=O)c2c(nc(SCc3cccnc3)n2Cc2ccc(F)cc2)n(C)c1=O,1,1,2,9,7,8,-1,-2,-4

# The listing, previewed entries included:
SMILES,SENP1 FRET inh,PfG6PD inh,NALP3 yeast inh,SENP7 inh,SENP8 block-1,Apaf-1 inh,SENP8 block-2,SENP6 inh,HKDC1 inh
COc1cc(/C=N/n2cnnc2)ccc1OCC(=O)N1CCOCC1,2,11,3,-1,-14,1,-5,-4,-8
CCCc1noc2c1C(c1cc(Br)ccc1F)C(C#N)=C(N)N2 (stereo unspecified),3,3,-12,-3,1,15,-13,3,1
CCN(CC)Cc1c(C(=O)N/N=C/c2ccccn2)nnn1-c1nonc1N,-4,3,5,3,13,0,-2,-36,1
Cc1cccc(N2C(=O)C(CC(=O)Nc3cccc(F)c3)N(CCc3ccncc3)C2=O)c1 (stereo unspecified),3,-8,6,4,14,-10,6,-13,6
CCOC(=O)c1c(C)nc2sccn12,0,-9,22,4,5,-12,3,-1,-11
O=C(COC(=O)c1cc(S(=O)(=O)N2CCc3ccccc3C2)ccc1Cl)NCc1ccco1,0,12,-1,18,42*,43*,4,19,8
Cc1ccc(NS(=O)(=O)c2ccc(C(=O)N3CCN(S(=O)(=O)c4ccccc4)CC3)cc2)cc1,-2,-1,13,2,7,0,-6,-8,3
CCN(CC)S(=O)(=O)c1cc(NC(=O)CSc2nnc(-c3cccs3)o2)ccc1C,0,-12,-7,9,7,-5,1,11,-5
Cc1cc(OC(C)C(=O)Nc2ccncc2)ccc1Cl (stereo unspecified),2,-8,0,-5,6,9,2,-9,-5
CC1CCCC(C)N1C(=O)CSc1nc2ccccc2s1 (stereo unspecified),1,-4,7,0,-4,-1,1,-8,4
O=c1oc2ccccc2c(Nc2cccc3ccccc23)c1[N+](=O)[O-],2,-26,28,0,-2,17,6,-3,6
CCN1C(=O)[C@H]2[C@@H](c3ccc(SC4CCCCC4)cc3)N3CCCC[C@@]3(C(=O)OC)[C@H]2C1=O,3,13,-1,0,11,19,-2,-2,-2
COc1ccc(NC(=O)c2cccs2)cc1NC(=O)c1ccco1,-2,0,15,-2,13,-6,-4,-2,-2
Cc1cc(C(F)(F)F)nn1CC(=O)NCC1CCCO1 (stereo unspecified),-9,-8,12,3,23,-22,1,7,-7
Cn1c(=O)c2c(nc(SCc3cccnc3)n2Cc2ccc(F)cc2)n(C)c1=O,1,1,2,9,7,8,-1,-2,-4
CN1CCN(NC(=O)C23CC4CC(CC(C4)C2)C3)CC1,2,9,4,18,0,-13,-1,-14,-5
CCN1c2ccccc2N(C)C1(C)c1ccccc1 (stereo unspecified),-27,67*,nt,nt,-47,nt,nt,nt,24
Cn1c(NCc2c[nH]c3ccccc23)nc2ccccc21,1,8,22,42,14,0,12,40,3
CCN(CC(=O)Nc1ccc2c(c1)OCCO2)C(=O)CC1CCCC1,0,23,11,2,-3,6,0,-10,3
O=C(C(Cc1ccccc1)N1C(=O)c2ccccc2C1=O)N1c2ccccc2CCc2ccccc21 (stereo unspecified),2,8,13,-12,18,40*,-6,-3,0
O=C(C1CCN(S(=O)(=O)c2cccc([N+](=O)[O-])c2)CC1)N1CCOCC1,-1,4,13,6,12,-4,2,-14,-7
S=C(Nc1cccc(Cl)c1)Nc1ccc2c(c1)OCCO2,3,10,15,-6,2,-5,-3,-8,0
O=C(CCC(=O)OCC(=O)c1cccc([N+](=O)[O-])c1)Nc1ccccc1Cl,5,-11,3,-4,6,-3,-11,-7,9
Cc1ccnn1CC(=O)N/N=C/c1ccc([N+](=O)[O-])s1,2,10,15,22,23,13,29,51*,-2
Cc1cccc([N+](=O)[O-])c1NC(=O)COC(=O)C1CC2CCCC(C1)C2=O (stereo unspecified),3,-3,7,-4,22,-2,8,-7,-6
CSCCC(NC(=O)c1ccccc1Cl)C(=O)N1CCN(C(C)=O)CC1 (stereo unspecified),1,-4,16,4,22,-10,0,-1,-4
Cc1ccc(NC(=O)c2cccs2)cc1[N+](=O)[O-],-1,12,23,-8,15,10,-11,-55,5
CC(=O)NCc1ccc(-c2csc(-c3cccs3)n2)cc1,-5,9,0,40,-67,7,36,62*,-4
Cc1cc(C(=O)CSc2nc3ccccc3c(=O)[nH]2)c(C)n1C,-6,22,10,-2,14,8,-9,2,6
Cc1cccc(C)c1NC(=O)COC(=O)c1cccnc1,-16,-7,9,8,-14,-2,3,-7,-10
COc1ccc(CCc2nnc(CCC(=O)NCc3cnc4ccccn34)o2)cc1,-2,3,9,8,-23,2,3,-1,-2
COc1ccc(N(CC(=O)NCc2ccc3c(c2)OCO3)S(C)(=O)=O)cc1OC,0,-8,3,94*,5,-16,-6,-12,-6
O=C(O)c1ccc(N2C(=O)c3cccc4c(C(=O)O)ccc(c34)C2=O)cc1,-10,6,nt,nt,-40,nt,nt,nt,5
O=C(CN1CCOCC1)N/N=C/c1ccc(-c2ccc(Br)cc2)o1,1,7,10,-3,-122,-12,1,-4,-4
CCCSc1nnc(N)s1,2,14,9,-7,12,8,-11,-26,-9
COc1ccc(C(=O)c2sc3nc(C)cc(-c4cccs4)c3c2N)cc1,-22,15,nt,nt,-78,nt,nt,nt,4
O=C(CC(=O)c1ccccc1[N+](=O)[O-])c1ccccc1,nt,nt,48,1,nt,-15,-5,-14,nt
CCC1CCCCN1C(=S)NC(=O)c1cccs1 (stereo unspecified),-1,1,12,-1,1,8,-6,1,-8
CC(=O)Nc1ccc(OCc2ccc3c(c2)OCO3)cc1,2,4,24,85*,16,-5,68*,82*,-6
CC(C)OCCCNC(=O)c1c(N)n(/N=C/c2ccccn2)c2nc3ccccc3nc12,-157,19,-9,5,-346,21,11,17,5
CC1Cc2nc(SCC(=O)Nc3ccc4c(c3)OCCO4)n(C)c(=O)c2S1 (stereo unspecified),-3,-8,-9,-6,11,-21,-10,0,-8
Cc1ccc(NC(=O)Nc2ccc(F)c(Cl)c2)cc1,3,13,23,34,24,-8,1,0,-6
O=c1c([N+](=O)[O-])c(NC2CCCCC2)c2ccccc2n1-c1ccccc1,2,-10,23,-3,-2,13,7,-17,5
COc1cccc(CC2(CO)CCCN(Cc3sc(N4CCCC4)nc3Cl)C2)c1 (stereo unspecified),-4,13,12,4,11,-12,-2,-4,-1
CNS(=O)(=O)c1ccc(Cl)nc1,2,0,7,4,19,-9,1,-3,-6
COc1ccccc1N1CCN(C(=O)c2cc3ccccc3[nH]2)CC1,-1,9,0,7,-3,14,1,-2,-4
CC(C)=CCC/C(C)=C/C=N/NC(=O)c1ccccc1[N+](=O)[O-],-1,67*,10,5,14,-9,-1,2,5
CCC(C)(C)n1nnnc1C(c1cccc(C#N)c1)N1CCN(c2cccc(C)c2C)CC1 (stereo unspecified),0,-8,-13,-16,3,-3,0,1,0

# Full records from above. Values in the order: SENP1 FRET inh | PfG6PD inh | NALP3 yeast inh | SENP7 inh | SENP8 block-1 | Apaf-1 inh | SENP8 block-2 | SENP6 inh | HKDC1 inh
# Shown for CCCSc1nnc(N)s1 : 2 | 14 | 9 | -7 | 12 | 8 | -11 | -26 | -9
# Shown for Cn1c(=O)c2c(nc(SCc3cccnc3)n2Cc2ccc(F)cc2)n(C)c1=O : 1 | 1 | 2 | 9 | 7 | 8 | -1 | -2 | -4

# Compound activity from PubChem.
